# Source: PubChem BioAssay
# Scp-1 inhibitor = blocks human Scp-1 phosphatase activity. Recombinant Scp1, phosphopeptide, malachite green phosphate absorbance. inhibition, % at 20 µM. hit rate 0.88% among 340,000;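 active = inhibition above about 50% at 20 µM, limit read from the data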;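 note: plate controls were DMSO wells with enzyme for no effect and wells lacking enzyme for full effect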
#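 Test system – truncated SCP-1 phosphatase (76-261aa) · Reagent – Phosphorylated 17-residue peptide substrate · Incubation – 45 min room-temperature reaction, 5 min colour, 30 min stabiliser · Detection – colorimetric phosphate reagent with accelerator and stabiliser, absorbance at 630 nm · Measure – % inhibition at 20 µM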
# SKN-1 block = blocks SKN-1 activity in C. elegans; C. elegans VP596 Pgst-4::GFP/RFP ratio, acrylamide-induced, 24 h; inhibition, % at 21.8 µM; hit rate 0.49% among 360,000;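 active = interference check ratio from 0.5 to 1.5 plus GFP to RFP signal ratio inhibition reaching or exceeding a fixed threshold, cut at about 30% in these data, passing the limit was not always enough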; note: some compounds called inactive have numbers as strong as hits
# MT1-MMP act inh = inhibitors of human MT1-MMP activation; HT1080 RFP-PRO-GFP cells, GFP/RFP ratio fluorescence, overnight; percent of plate control window, DMSO zero; GFP/RFP ratio change, % at 20 µM; hit rate 0.061% among 360,000; AID 651647;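 active = GFP/RFP ratio change of at least 30% with cell ATP level not reduced by more than half and red fluorescence within 50% of control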; note: strong numbers were not always called active
#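 Assay system: HT1080 RFP-PRO-GFP cells | Dosing: 20 µM single dose, 1% DMSO | Incubation: Cells overnight before dosing, compound overnight, 37 °C, 5% CO2 | Evaluation: GFP/RFP fluorescence ratio | Control set: DMSO-only wells and HT1080 RFP-L50D-GFP cell wells as references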
# LMPTP block = LMPTP (human) inhibition; recombinant LMPTP-A, OMFP fluorogenic substrate, fluorescence intensity; inhibition, % at 20 µM; hit rate 0.22% among 360,000;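 active = compounds that cut the enzyme signal by at least half of the control window in the single-dose screen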;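 note: plate controls were DMSO wells with enzyme plus substrate for no effect and substrate without enzyme for full effect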
#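 material = LMPTP-A | quantity = 0.625 nM enzyme | reagent = OMFP substrate, 400 µM final | buffer or medium = Bis-Tris pH 6.0, DTT, detergent | detection = endpoint fluorescence intensity from OMFP dephosphorylation | dosing = single 20 µM dose | read-out basis = % inhibition relative to no-enzyme and uninhibited control wells | control set = no-enzyme and uninhibited controls | timing = 50 min at room temperature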
# NRP1-CendR mod = modulators of CendR peptide binding to human neuropilin-1. hit rate 0.85% among 360,000. FAM-RPARPAR peptide binding to NRP-1, fluorescence polarization. O14786. inhibition, % at 25 µM;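 active = inhibition or corrected inhibition above about 18%, plus a signal ratio from 0.5 to 1.5, limit read from the data, passing the limit was not always enough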; note: strong numbers were not always called active
# STEP block = inhibitors of human striatal-enriched phosphatase STEP. P54829. recombinant STEP, OMFP fluorogenic substrate, fluorescence. inhibition, % at 20 µM. hit rate 0.25% among 360,000;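 active = inhibition at 20 µM, scaled per plate between control wells, above about 37%, limit read from the data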;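 note: 0% = DMSO with enzyme and substrate and 100% = substrate only without enzyme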
#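 Measure: Control-normalized % inhibition with plate pattern correction | Test system: STEP phosphatase, cell-free reaction | Medium: pH 6.0 Bis-Tris with DTT and Tween 20 | Technique: Fluorescence, 480/540 nm | Times: Reaction 20 min, ambient temperature | Doses: Single compound dose of 20 µM, 1% DMSO final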
# SUMO1 PPI mod = alters human SUMO1 binding to SIM partners; SUMO1 binding to a labelled peptide, TR-FRET, 1 h; inhibition, % at 20 µM; AID 602429; hit rate 0.33% among 360,000; in the data active = inhibition above about 37%
# NadD inh = blocks S. aureus nicotinate mononucleotide adenylyltransferase; purified NadD enzyme, colorimetric absorbance read-out; inhibition, % at 20 µM; hit rate 0.78% among 360,000; in the data active = inhibition above about 26%; note: some compounds past the cut are filed as inactive
# Rpn11 block = inhibitors of human proteasome Rpn11; O00487; human 26S proteasome, Ub4-pepOG fluorescence polarization; 20S core pre-blocked with epoxomicin; calls only at 20 µM; hit rate 0.59% among 360,000; AID 588493;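 active = inhibition at 20 µM, scaled to each plate's controls, above about 33%, limit read from the data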
# DNMT1 block = blocks human DNA methyltransferase DNMT1 | hit rate 0.83% among 360,000 | P26358 | DNMT1 molecular beacon, Hinp1I cleavage, fluorescence | AID 588458 | inhibition (reported as % activation of signal), % at 10 µM; in the data active = inhibition above about 50%
# Target sequence (P26358 504-1616 limits assumed): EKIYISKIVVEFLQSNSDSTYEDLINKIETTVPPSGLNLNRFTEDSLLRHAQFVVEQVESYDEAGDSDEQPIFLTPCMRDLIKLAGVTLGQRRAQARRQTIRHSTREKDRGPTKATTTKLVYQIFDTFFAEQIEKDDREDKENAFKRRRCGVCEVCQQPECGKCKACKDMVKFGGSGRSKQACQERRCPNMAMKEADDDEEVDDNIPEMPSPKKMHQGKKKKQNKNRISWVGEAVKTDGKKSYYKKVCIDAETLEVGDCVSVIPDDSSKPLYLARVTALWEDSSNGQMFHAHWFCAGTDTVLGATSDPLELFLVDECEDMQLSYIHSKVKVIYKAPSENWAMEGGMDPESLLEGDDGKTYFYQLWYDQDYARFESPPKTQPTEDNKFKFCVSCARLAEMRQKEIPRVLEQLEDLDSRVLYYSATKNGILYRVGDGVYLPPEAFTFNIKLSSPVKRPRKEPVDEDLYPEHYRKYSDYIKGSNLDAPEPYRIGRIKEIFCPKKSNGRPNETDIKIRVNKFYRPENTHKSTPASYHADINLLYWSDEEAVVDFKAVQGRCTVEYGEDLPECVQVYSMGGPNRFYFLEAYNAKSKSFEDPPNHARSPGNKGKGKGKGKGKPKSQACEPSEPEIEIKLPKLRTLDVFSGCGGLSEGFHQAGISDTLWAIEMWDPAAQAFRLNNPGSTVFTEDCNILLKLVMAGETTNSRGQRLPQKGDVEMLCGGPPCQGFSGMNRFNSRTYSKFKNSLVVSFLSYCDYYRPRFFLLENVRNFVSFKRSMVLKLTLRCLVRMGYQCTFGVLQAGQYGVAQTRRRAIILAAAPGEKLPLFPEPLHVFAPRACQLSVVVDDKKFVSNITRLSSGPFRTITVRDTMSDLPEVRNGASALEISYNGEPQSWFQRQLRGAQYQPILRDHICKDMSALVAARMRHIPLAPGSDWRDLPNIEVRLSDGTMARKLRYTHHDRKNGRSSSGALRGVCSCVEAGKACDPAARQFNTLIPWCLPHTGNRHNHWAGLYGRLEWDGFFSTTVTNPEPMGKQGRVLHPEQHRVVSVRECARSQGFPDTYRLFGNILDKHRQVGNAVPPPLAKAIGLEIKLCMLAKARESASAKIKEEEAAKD
# * marks the source's active call; other numbers are inactive results; i = inactive; . = not tested or not shown.
SMILES,Scp-1 inhibitor,SKN-1 block,MT1-MMP act inh,LMPTP block,NRP1-CendR mod,STEP block,SUMO1 PPI mod,NadD inh,Rpn11 block,DNMT1 block
CCCCN(CC)C(=O)C1CCC(CNS(=O)(=O)c2cccc3nsnc23)CC1 (stereo not given),6,0,-3,-0.1,7,-1,-34,-3,i,-1
COc1ncccc1-c1nnn(-c2ccc(C)cc2)n1,-8,9,-1,-0.8,-5,0,-2,-7,i,4
COc1cc(C2C(C#N)=C(N)Oc3cc4c(cc32)OCO4)cc(OC)c1OC (stereo not given),1,-4,12,-0.1,-13,-2,-12,-4,i,0
CCN(C(=O)CN1C(=O)NC(c2ccccc2)(c2ccccc2)C1=O)c1ccccc1,-3,-3,-5,-0.4,-1,-2,7,1,i,-5
O=C1CCCC2=C1C(c1ccccc1)CC(=O)N2c1ccc(F)cc1F (stereo not given),0,3,-16,-2.4,5,1,-6,-7,i,-2
CCc1cc(C(=O)c2ccc(OC)cc2)c(NC(=O)CCC(=O)O)s1,-9,16,-3,0.0,-6,-2,-21,-2,i,2
CCCCC[C@@H]1C=C(C(=O)O)[C@H](c2ccc(Br)cc2)N1S(=O)(=O)c1ccc(C)cc1,-14,-3,10,1.2,-10,2,9,10,i,8
COC(=O)c1cc(C(=O)OC)n(Cc2ccc(Cl)cc2Cl)n1,-6,-3,-2,-0.1,4,1,4,-5,i,5
O=C(/C=C/c1ccccc1)Nc1ncn[nH]1,6,1,-21,-1.8,-6,-1,3,13,i,2
O=C(N[C@H](Cc1cc(=O)[nH]c2ccccc12)C(=O)O)c1ccc(Cl)cc1,13,10,3,-4.0,-2,-2,3,-4,i,3
O=C(CN1C(=O)C2C3C=CC(C3)C2C1=O)Nc1ccc(S(=O)(=O)N2CCCCC2)cc1 (stereo not given),-6,5,7,-0.5,4,-2,1,1,i,3
Cc1nn(C)c(C)c1NC(=O)c1cc2nc(-c3ccco3)cc(C(F)(F)F)n2n1,-5,5,1,-0.3,2,2,2,3,i,2
CCS(CC)=NS(=O)(=O)c1ccc(NC(C)=O)cc1,3,2,-1,-0.8,-3,2,13,2,i,1
COc1ccc([C@H]2C[C@@H](O)C[C@@H](CCn3cc(-c4ccccc4)nn3)O2)cc1,.,10,6,-0.3,6,.,5,-4,.,.
CCCCNC(=O)c1ccc2c(c1)ncn2C1CCCCC1,4,5,2,-1.8,10,-3,-2,-1,i,0

# Overlap with the part before: four compounds, then new ones.
SMILES,Scp-1 inhibitor,SKN-1 block,MT1-MMP act inh,LMPTP block,NRP1-CendR mod,STEP block,SUMO1 PPI mod,NadD inh,Rpn11 block,DNMT1 block
Cc1nn(C)c(C)c1NC(=O)c1cc2nc(-c3ccco3)cc(C(F)(F)F)n2n1,-5,5,1,-0.3,2,2,2,3,i,2
CCS(CC)=NS(=O)(=O)c1ccc(NC(C)=O)cc1,3,2,-1,-0.8,-3,2,13,2,i,1
COc1ccc([C@H]2C[C@@H](O)C[C@@H](CCn3cc(-c4ccccc4)nn3)O2)cc1,.,10,6,-0.3,6,.,5,-4,.,.
CCCCNC(=O)c1ccc2c(c1)ncn2C1CCCCC1,4,5,2,-1.8,10,-3,-2,-1,i,0
CC(=O)C1=C(C)N(CC2CC2)C(=O)N[C@H]1c1ccc(Br)cc1,-2,10,3,0.6,0,-3,4,0,i,3
O=C(c1ccccc1)N1CCOC12CCN(c1ncc(C(F)(F)F)cc1Cl)CC2,3,28,-16,2.6,17,1,-1,-5,i,-4
O=[N+]([O-])c1ccc(N2CCN(S(=O)(=O)c3cnc[nH]3)CC2)cc1,-3,-7,4,0.4,2,-3,-25,-1,i,0
CC(=O)c1cccc(S(=O)(=O)N2CCC(C(=O)NC3CCCC3)CC2)c1,9,4,40*,0.0,-19,-3,0,3,i,14
CCn1c(SCC(=O)n2c(C)c(C)c3ccccc32)nnc1-c1ccco1,0,-33,7,2.3,-4,-1,1,6,i,-4
COc1ccc(C(=O)N2CCN(CCNC(=O)C(=O)Nc3ccc(F)cc3)CC2)cc1OC,-1,1,-1,0.3,11,0,8,-3,i,-1
O=C1C=CC2C(c3ccc4c(c3)OCO4)CC1N2Cc1ccccc1 (stereo not given),-10,-3,-9,-0.2,-20,1,-2,-2,i,-6
O=C(Nc1ccc(Br)c(C(F)(F)F)c1)c1ccccc1,-12,29,-14,1.4,-5,0,-4,-7,i,4
O=C(Nc1ccccc1)c1ccc(S(=O)(=O)N2CCC(C(=O)O)CC2)cc1,-9,-13,-2,-0.4,12,0,16,-3,i,0
CN(C)CCCCCCCCCCC(=O)/C=N/O,0,5,-5,-1.4,-2,0,-2,-7,i,0
CCOc1ccc2[nH]c(O)c(NC(C)=O)c2c1,-4,-2,2,-1.2,28*,-5,0,-2,i,10
Cc1cccc(C)c1NC(=O)C(NC(=O)CN1C(=O)c2ccccc2C1=O)c1ccccc1 (stereo not given),1,-7,2,-1.0,-6,1,-2,3,i,17
CN(CC(=O)Nc1cc(S(=O)(=O)N2CCCC2)ccc1Cl)Cc1ccc2c(c1)OCO2,-2,-3,-2,0.2,2,1,6,1,i,-1
COc1ccc(N(CC(=O)Nc2cc(Cl)ccc2OC)C2=NC3CS(=O)(=O)CC3S2)cc1 (stereo not given),-4,5,-8,-0.8,3,-2,5,9,i,-7
O=C(Nc1ccccc1)c1nc[nH]c1C(=O)Nc1ccccc1F,.,0,3,-2.1,-5,0,3,0,i,14
Cc1ccccc1OCC(=O)Nc1nc(C)c(C(=O)N(C)C)s1,-4,3,-2,-0.8,-2,3,5,-2,i,-4
CCCCn1c(SCC(=O)Nc2cc(NC(=O)c3ccco3)ccc2C)nc2ccccc2c1=O,-1,-11,-5,2.2,-13,1,-1,20,i,4
CCOc1ccc(S(=O)(=O)NCCC(=O)NCC(c2cccs2)N(C)C)cc1 (stereo not given),-7,22,2,-9.3,-11,-2,-33,4,i,-1
COCc1nnc(NC(=O)c2ccccc2[N+](=O)[O-])s1,-7,-4,2,0.0,-3,2,-4,-2,i,10
COc1cc(/C=N/NC(=O)C(=O)NCc2cccnc2)cc(OC)c1OC,-4,4,0,0.5,-7,1,-8,-1,i,2
O=C(Nc1nnc(-c2ccco2)o1)c1ccc(Cl)cc1,-12,-3,4,-2.0,-6,-6,-3,0,i,-1
CCN(C(=O)c1c([N+](=O)[O-])cnn1C)c1ccccc1,.,12,-2,-0.6,-2,2,-3,2,i,4
Nc1ccc(-n2nc(C(F)(F)F)cc2C(F)(F)F)cc1,-5,-12,-2,1.1,-11,2,1,-5,i,-3
COC(=O)c1cccc(NS(=O)(=O)c2ccc(NC(C)=O)cc2)c1C,-6,-4,5,-1.6,2,-4,6,4,i,-2
CCOC(=O)c1nn(-c2ccc(F)cc2)c2nc(CC(C)C)c(C#N)c(=O)n12,-11,18,7,-0.1,8,3,1,-4,i,-2
Cc1cc(C)c(C(=O)NCC2CCCO2)c(C)c1C(=O)NCC1CCCO1 (stereo not given),-7,7,2,-1.4,0,-2,3,-5,i,0
CC(C)OCC(O)CN1CCN(CCN2C(=O)c3cccc4cccc(c34)C2=O)CC1 (stereo not given),-13,18,-3,0.5,-5,-4,-22,-6,i,6
CC(C)(C)NC(=O)COc1coc(CN2CCN(Cc3ccccc3)CC2)cc1=O,5,-14,-1,-0.7,4,-2,4,1,i,1
O=C(Cn1cnc2ccccc2c1=O)OCC(=O)c1ccc2c(c1)OCCO2,-3,-16,4,-0.2,4,-1,0,-2,i,0
O=C(O)C1CCC(Cn2c(SCc3cc(=O)n4cc(Cl)ccc4n3)nc3ccsc3c2=O)CC1 (stereo not given),3,4,5,0.3,-11,0,-8,4,i,3
N=c1c(C(=O)NCC2CCCO2)cc2c(=O)n3ccccc3nc2n1Cc1ccc(F)cc1 (stereo not given),1,6,-1,2.8,-8,-2,-30,4,i,-2
COc1cccc(C(=O)Nc2ccc(C(=O)O)cc2)c1,3,-16,-6,0.7,1,3,0,-1,i,3
C[C@H]1CN([C@@H](C)CO)C(=O)CCCn2cc(nn2)CO[C@@H]1CN(C)C(=O)OCc1ccccc1,.,6,0,-0.8,2,1,0,-3,i,0
C=CCSc1nc(C)c(CCCC)c(=O)[nH]1,0,1,1,0.9,-1,-3,2,-1,i,18
COc1cccc(NC(=O)CNC(=O)c2cccs2)c1,2,-1,-2,-0.2,2,2,-2,-2,i,-1
O=C1C2CC=C(Cl)CC2C(=O)N1CC1OCCc2ccccc21 (stereo not given),-6,-19,-4,-0.5,5,0,0,-5,i,2
c1ccc2c(-c3ccc(OCCN4CCCCC4)cc3)c(-c3ccsc3)sc2c1,4,15,1,4.1,-10,4,-58,9,i,-2
O=C(Nc1nc2ccccc2[nH]1)c1cccc(F)c1,-3,-2,7,-1.2,4,1,-5,-1,i,1
CCOc1ccc(NC(=O)CC2C(=O)N(c3ccccc3)C(=O)N2Cc2ccccn2)cc1 (stereo not given),-8,2,3,-1.0,1,0,-1,1,i,2
CC1(C)Oc2ccc3ccc(=O)oc3c2[C@@H](O)[C@H]1O,0,-8,5,-1.0,-4,4,5,-6,i,2
Cc1ccc(CNC(=O)COC(=O)CSc2cc(C)c(Br)cc2C)cc1,-4,8,1,1.7,8,-1,4,-1,i,2
COC(=O)/C=C(\C)NC(=O)c1ccc(F)cc1,10,7,2,0.5,-14,-1,-2,-6,i,0
CCCc1cc(=O)[nH]c(SCC(=O)N(C)CC(=O)Nc2ccccc2CC)n1,-1,-20,5,-2.4,6,0,7,6,i,2
Cc1cc(C)n2nc(N)nc2n1,1,-1,0,-1.4,-8,-3,-5,-2,i,6
CCC(C)[C@H](NC(=O)NCc1ccc(S(N)(=O)=O)cc1)C(=O)OC (stereo not given in full),-7,-3,2,-1.2,6,-1,2,2,i,-2
Cc1nc(NC(=O)CSc2nncs2)c(Cl)cc1Cl,-2,-2,-4,-0.2,-1,0,1,-3,i,-1
CCCCn1nnnc1SCC(=O)NC1CCCCC1,-8,15,0,-0.5,14,-6,-1,-1,i,1
O=C(NCc1ccncc1)/C(=C/c1cccc([N+](=O)[O-])c1)NC(=O)c1ccccc1,-11,12,3,-1.8,15,-1,-25,-3,i,7
CC1CN(C(=O)CCc2ccccc2)C(C)CN1C(=O)CCc1ccccc1 (stereo not given),-10,2,6,-0.5,1,14,1,-2,i,1
Cc1cnnn1-c1ccc(C(=O)CCl)cc1,3,-12,0,-0.1,5,-2,-3,-6,i,-2
Cc1cccc(C)c1NC(=S)NC(=O)c1cccc(Cl)c1,.,5,-1,0.7,-3,0,5,-1,i,-9
